# S1P2 blocker = antagonists of human S1P2 receptor. O95136. cell-based S1P2 antagonist assay, inhibition at 5 uM. inhibition, % at 5 µM. 97,000 tested, 0.21% active. AID 736; in the data active means inhibition above about 45%;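 further: CRE beta-lactamase reporter cells expressing human S1P2 stimulated with S1P; 0% = agonist at EC80 alone and 100% = agonist plus reference antagonist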
# Target sequence (O95136 whole entry, looked up): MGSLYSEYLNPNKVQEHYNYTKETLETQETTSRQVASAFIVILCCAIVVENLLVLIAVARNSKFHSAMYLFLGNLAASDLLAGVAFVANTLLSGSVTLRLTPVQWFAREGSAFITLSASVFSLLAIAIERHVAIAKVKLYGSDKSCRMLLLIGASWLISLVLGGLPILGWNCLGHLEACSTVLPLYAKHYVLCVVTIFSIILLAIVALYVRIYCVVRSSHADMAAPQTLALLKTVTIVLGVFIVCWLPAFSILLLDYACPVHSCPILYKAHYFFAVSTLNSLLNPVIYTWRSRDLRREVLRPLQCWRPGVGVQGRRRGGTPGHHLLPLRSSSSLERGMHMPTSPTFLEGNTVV
# PostGolgi ctrl = growth of the yeast control strain, post-Golgi counter-screen. 98,000 tested, 5% active. efflux-deficient yeast background strain, growth absorbance A615, 16 h. inhibition, % at 10 µM. AID 738
# PTPN22 act = increases human PTPN22 phosphatase activity. Q9Y2R2. recombinant LYP, DiFMUP fluorescence; 0 = plate median, 100 = signal doubled. activation, % at 2 µM. 96,000 tested, 0.11% active;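 active means activation at 2 µM above a set limit, the mean plus 5 SD, cut at about 37% in these data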
# EphB4 antag = EphB4-ephrin-B2 interaction antagonism; P54760; EphB4 LBD / TNYL-RAW-Alexa532 peptide, fluorescence polarization; inhibition, % at 7 µM; 97,000 tested, 0.15% active; AID 720;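 active means inhibition above the screen-wide mean inhibition plus 3 SD, cut at about 15% in these data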;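 further: 0% = DMSO wells and 100% = excess unlabeled TNYL-RAW peptide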
# S1P2 ag = S1P2 (human) receptor agonism. O95136. S1P2-expressing cell line, agonist reporter read-out. activation, % at 4.5 µM. 97,000 tested, 0.46% active. AID 729; in the data active means activation above about 16%;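 further: 0% = vehicle low control and 100% = maximal reference agonist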
# PostGolgi yeast = growth inhibition of a yeast mutant, post-Golgi transport screen; post-Golgi transport phenotypic cell assay; inhibition, % at 10 µM; 98,000 tested, 0.9% active; AID 739;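 further: yeast cells grown in 1536-well plates; yeast grown about 18 h at 30C before absorbance read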
# FAK inh = inhibitors of human focal adhesion kinase; Q05397; biochemical FAK kinase activity assay; inhibition, %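 (tested at 7 µM)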; 97,000 tested, 0.84% active; AID 727; in the data active means inhibition above about 19%;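 further: 0% = DMSO and 100% = reference compound high control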
# HIV Rev-RRE inh = disrupts HIV-1 Rev binding to RRE RNA; AID 704; Rev peptide-RRE RNA binding, FRET; inhibition, % at 8 µM; 97,000 tested, 0.79% active;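 active means inhibition above the screen-wide mean plus 3 SD, cut at about 35% in these data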;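 further: 0% = median DMSO wells and 100% = median Neomycin B control wells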
# Target sequence (P05866 whole entry, looked up): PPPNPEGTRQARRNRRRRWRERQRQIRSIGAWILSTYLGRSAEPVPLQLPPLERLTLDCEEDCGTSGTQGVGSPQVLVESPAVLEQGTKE
#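 Test system – labelled RRE RNA duplex and labelled Rev peptide · Signal – fluorescein-to-Cy5 FRET, 480 nm excitation · Evaluation – % inhibition of FRET ratio versus controls · Benchmarks – DMSO low control, neomycin B high control · Incubation – 5 min RNA-compound premix plus 15 min binding step, 25 °C · Medium – HEPES pH 7.5 salt buffer with EDTA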
# PTPN22 inh 2 = blocks human PTPN22 phosphatase activity | recombinant LYP catalytic domain, DiFMUP fluorescence | inhibition, % at 2 µM | AID 640 | Q9Y2R2 | 96,000 tested, 0.21% active;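 active means inhibition at 2 µM at or above a set limit, the screen mean plus 3 SD, cut at about 24% in these data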;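 further: 0% = DMSO with enzyme and 100% = enzyme fully blocked by orthovanadate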
# Active calls of the source: *; . = no result given. Unless noted, no stated cut-off is given here; in the data, active means inhibition above about 30%; inactive means the rest. Compounds were not picked by outcome. About 7% of those tested had a hit in this group.
# Every second line gives: S1P2 blocker, PostGolgi ctrl, PTPN22 act, EphB4 antag, S1P2 ag, PostGolgi yeast, FAK inh, HIV Rev-RRE inh, PTPN22 inh 2
1	Cc1ccc(C2(C)NC(=O)N(CC(=O)Nc3cc(C)on3)C2=O)cc1 (stereo not drawn)
    15, 31*, 7, -7, -3, -1, -6, 0, -5
2	COc1ccc(CC/C(=N\O)C2(O)CCCCC2)cc1
    9, 7, -7, 3, 0, -3, 2, -2, 5
3	COc1ccccc1CNC(=O)CN(c1ccc(C)cc1)S(=O)(=O)c1c(C)nn(C)c1C
    -9, 3, -5, -10, -6, -4, -2, -2, 3
4	COc1ccc(Br)cc1-c1noc(-c2ccccc2F)n1
    -6, 7, -7, -3, -3, -5, 2, 4, 3
5	CCOC(=O)c1cccc(NC(=O)C2CCCN(S(=O)(=O)c3c(C)n[nH]c3C)C2)c1 (stereo not drawn)
    -1, 5, 6, -5, -8, 0, -1, 6, -5
6	CCOC(=O)C(NC(=O)c1ccccc1OCC)(Nc1ncccn1)C(F)(F)F (stereo not drawn)
    21, 23, -2, 2, -1, 2, 8, 5, 1
7	CC1=C(C(=O)O)N2C(=O)C(NC(=O)c3ccn(C)n3)C2SC1 (stereo not drawn)
    -6, 1, 15, -9, -4, -1, -4, 5, -9
8	CC1(C)CC(=O)c2cc(OCC(=O)N3CCOCC3)ccc2O1
    -7, 21, 7, -6, -4, -2, -1, -1, -6
9	COc1cccc(CNCc2ccc(SC)cc2)c1OC
    15, -5, -6, -2, -6, 2, -2, -5, 8
10	C(=N\Nc1nc2ccccc2[nH]1)/c1cccs1
    15, -2, -4, -3, -4, 3, 8, -1, 7
11	Cc1ccc(Cn2nc(C)c(NC(=O)c3nn(C)cc3Cl)c2C)cc1
    -1, ., 2, 1, -5, ., 1, 6, -2
12	CCCCS(=O)(=O)NC1=NCN(CC)CN1
    16, 22, 0, -8, -5, 7, -1, 4, -2
13	O=S(=O)(c1ccccc1)N1CCN(Cc2ccccc2C(F)(F)F)CC1
    2, 17, -2, 2, -2, 0, 2, 15, 1
14	CCOC(=O)N1CCN(Cc2cc(=O)oc3cc4c(cc23)CCC4)CC1
    1, 4, 6, -3, -3, -8, 4, 5, -8
15	CN1CCN(S(=O)(=O)c2ccc(C(=O)Nc3ccccc3)cc2)CC1
    9, -4, 8, 4, -7, -1, 0, 9, -7
16	COc1cc(S(=O)(=O)N2CCN(C)CC2)c(OC)cc1Br
    10, -7, 0, -6, -7, -2, 0, 7, -1
17	CCCCOCCCNC(=O)/C=C/c1ccccc1Cl
    -2, ., 0, -9, -3, ., 0, 7, 6
18	C=COCCNC(=O)C(=O)NC(C)C
    16, 6, 7, -4, -8, -2, -5, 4, -2
19	CCOC(=O)c1nonc1NC(C)=O
    -20, ., 17, -3, -2, ., 0, 11, -17
20	Cc1cc(C)n(C(C[N+](=O)[O-])c2ccc(Cl)cc2)n1 (stereo not drawn)
    11, 4, -2, 3, -6, -2, -1, 14, 5

# (more compounds)
# Every second line gives: S1P2 blocker, PostGolgi ctrl, PTPN22 act, EphB4 antag, S1P2 ag, PostGolgi yeast, FAK inh, HIV Rev-RRE inh, PTPN22 inh 2
21	Cc1noc(C)c1C(=O)Nc1nnc(-c2ccccc2)s1
    12, 18, -1, 6, -7, 2, 8, 8, 0
22	Cc1ccc(CCN2CC(C(=O)NCCCN3CCOCC3)CC2=O)cc1 (stereo not drawn)
    -2, -7, 1, -12, -3, -4, -1, 3, -3
23	COCCCNc1ncnc2sc3c(c12)CCC(C)C3 (stereo not drawn)
    -17, ., 0, 2, -2, ., 2, 0, -1
24	COc1ccccc1N1CCN(S(=O)(=O)c2ccc(Cl)s2)CC1
    -8, 0, 3, 2, -2, -7, 0, 7, -6
25	CCOC(=O)N1CCC(NC(=O)c2ccc(CS(=O)(=O)c3ccc(OC)cc3)o2)CC1
    -14, 8, -1, 1, 0, -2, 2, 5, -2
26	CC(C)Oc1ccc(C2CC(=O)N(c3cccc(C(=O)O)c3)C2=O)cc1 (stereo not drawn)
    -13, -4, -8, -11, -4, -1, 0, 6, 8
27	CCc1ccc(N(CC(=O)NC)S(C)(=O)=O)cc1
    -10, 2, -4, 1, -2, -5, -2, 2, -1
28	Cc1ccc2ncnc(Nc3ccc(C)c(C)c3)c2c1
    2, 2, 6, 3, -6, 1, -1, 7, -6
29	Cc1ccc(-n2nc(C(=O)N3CCOCC3)cc2-c2ccc(Cl)cc2)cc1
    -9, 41*, -8, 5, -4, 14, -8, 6, 10
30	COc1cccc(C(c2sc3ncnn3c2O)N2CCc3ccccc3C2)c1 (stereo not drawn)
    19, -6, -1, 6, -4, -13, 4, 1, -2
31	COc1ccc(OC)c(NC(=O)CSc2nnc(C)n2Cc2ccccc2)c1
    2, 10, -11, -2, -4, -8, -2, 4, 7
32	Cc1cc(C)nc(NS(=O)(=O)c2ccc(NC(=S)NC(=O)C(C)C)cc2)n1
    -15, ., -5, -6, -6, ., 0, 2, 5
33	CNC(=O)COC(=O)c1ccc(NC(=O)CC#N)cc1
    -21, 6, 0, -3, 1, 4, 0, 2, -1
34	CC(C(=O)N1c2ccccc2Sc2ccccc21)n1nnc(-c2cccs2)n1 (stereo not drawn)
    -14, 32*, 2, -10, -6, 5, 3, 9, -4
35	CC(C)C(OC(=O)c1cc2sccc2n1C)C(=O)NCC1CCCO1 (stereo not drawn)
    4, 2, 2, 1, -7, -9, 3, 11, -1
36	COc1ccc(-n2c(=O)cc(N3CC(C)OC(C)C3)[nH]c2=O)cc1 (stereo not drawn)
    6, -12, -5, -1, -1, -8, -2, 4, 6
37	CCc1nnc(NC(=O)CSc2nccn2-c2cccc(C)c2)s1
    5, 18, -1, 7, -6, 5, 5, 8, -2
38	CCOC(=O)CSc1nsc(SCC(=O)OCC)c1C#N
    17, ., -1, -1, -4, ., -3, 3, 5
39	C=CCN1C(=O)/C(=C2/Sc3ccccc3N2C)SC1=Nc1ccccc1C
    -7, 0, -9, 0, 2, -15, 0, 1, 11
40	CCc1nnc(NC(=O)CSc2nnnn2C)s1
    -7, ., 6, -4, -4, ., 2, 10, -10

# Along the list, quoted from above:
# Entries 9–15 in EphB4 antag: -2, -3, 1, -8, 2, -3, 4

# Further records follow.
# Every second line gives: S1P2 blocker, PostGolgi ctrl, PTPN22 act, EphB4 antag, S1P2 ag, PostGolgi yeast, FAK inh, HIV Rev-RRE inh, PTPN22 inh 2
41	Clc1ccc(OCCCc2nc(-c3cccnc3)no2)c(Cl)c1
    14, 34*, 6, 3, -8, -3, -1, 3, -9
42	O=C1C(C=Nc2ccccc2O)=C(O)c2ccccc21
    8, 3, -1, -1, -1, -3, 19, 3, 0
43	CN(C)CCNC(=O)C1CC(=O)N(c2ccc(F)c(Cl)c2)C1 (stereo not drawn)
    5, -2, 4, -1, -4, -6, -2, 8, -2
44	O=C(CC(=O)NC1CCCCC1)N/N=C/c1ccc(Cl)cc1
    17, 14, -5, 5, -13, 2, 2, 6, 10
45	O=C(CCSc1ccccc1)N1CCN(C(=O)c2ccco2)CC1
    -18, -1, -2, -5, 0, -11, -1, -2, -4
46	COc1ccc(Br)cc1-c1noc(-c2ccccc2)n1
    -9, 12, -1, 4, -6, 4, -3, 10, 3
47	CCOC(=O)c1c(C)c(C(=O)NCCN2CCOCC2)c(C)n1CC
    4, 1, 3, 6, 0, 3, -4, 2, -5
48	CC(=O)OC(C(=O)Nc1ccccc1)C(C)S(=O)(=O)c1ccccc1 (stereo not drawn)
    -13, 6, 15, -10, -2, 0, 0, -3, -15
49	CCOC(=O)N1CCN(CC(=O)Nc2ccc(C)c(Br)c2)CC1
    1, -3, 3, -7, -7, 0, 1, 0, -2
50	O=C(NS(=O)(=O)c1ccccc1)c1ccccc1
    -10, 4, 10, 3, -2, 0, 0, 2, -9
51	C=CCn1c(SCC(=O)NCC2CCCO2)nnc1C1CCCCC1 (stereo not drawn)
    15, 14, 0, 6, -4, -4, -1, 10, 3
52	Clc1cccc(Cl)c1CON/C=N/c1ncnc2sccc12
    26, 12, 21, 0, -2, -8, 7, 12, -16
53	COc1ccc(C(C(=O)NC2CCCCC2)N(C(=O)c2sc(C)nc2C)c2ccc(OC)cc2)cc1 (stereo not drawn)
    11, 0, -2, 6, -2, -4, -2, 4, 6
54	CC(=O)c1cccc(NC(=O)Nc2ccc3c(c2)N(C)C(=O)CS3)c1
    -4, 20, -3, -4, -4, -11, 3, 5, 6
55	Cc1nc2ccccn2c1C(=O)/C=C/c1ccc(F)cc1
    19, -1, 6, 6, -5, -6, 10, 6, -2
56	CC(/C=C1\SC(=O)N(CC(=O)Nc2cccc(O)c2)C1=O)=C\c1ccccc1
    13, 31*, 7, 1, -9, 0, -1, 10, 0
57	C=CC(=C)CC(NC)c1ccccc1 (stereo not drawn)
    15, 3, 7, 1, -4, 1, 8, 11, -8
58	CCOC(=O)c1ccc(NC(=O)N2CCN(S(C)(=O)=O)CC2)cc1
    -4, 0, 3, -8, -4, -8, 0, 4, -7
59	COc1ccc(C(=O)NCc2ccccc2)cc1S(=O)(=O)N1CCCc2ccccc21
    20, 28, -18, 5, -2, -3, -3, 10, 20
60	CC(C)c1ccc(-c2nn[nH]n2)cc1
    18, -4, 6, 1, -9, -1, -1, 5, -9

# Three entries from above in a different format.
51. C=CCn1c(SCC(=O)NCC2CCCO2)nnc1C1CCCCC1 (stereo not drawn)
52. Clc1cccc(Cl)c1CON/C=N/c1ncnc2sccc12
53. COc1ccc(C(C(=O)NC2CCCCC2)N(C(=O)c2sc(C)nc2C)c2ccc(OC)cc2)cc1 (stereo not drawn)

Compound | 51 | 52 | 53
S1P2 blocker | 15 | 26 | 11
PostGolgi ctrl | 14 | 12 | 0
PTPN22 act | 0 | 21 | -2
EphB4 antag | 6 | 0 | 6
S1P2 ag | -4 | -2 | -2
PostGolgi yeast | -4 | -8 | -4
FAK inh | -1 | 7 | -2
HIV Rev-RRE inh | 10 | 12 | 4
PTPN22 inh 2 | 3 | -16 | 6

# Following part
# Every second line gives: S1P2 blocker, PostGolgi ctrl, PTPN22 act, EphB4 antag, S1P2 ag, PostGolgi yeast, FAK inh, HIV Rev-RRE inh, PTPN22 inh 2
61	C=C(C)CSc1nc2ncc(Cl)cc2[nH]1
    3, -1, -12, -8, 2, -2, 4, 6, 14
62	S=C(Nc1ccccc1)Nc1ccc(Cl)cc1Cl
    25, 0, 5, 7, -10, -3, 1, 11, -1
63	COC(=O)CC1(c2cccc3ccccc23)C(=O)c2ccccc2C1=O
    6, 19, -1, -12, -5, -4, 3, 8, 4
64	Cc1cccc(NC(=O)C2CC(=O)N(c3ccccc3)C2)c1C (stereo not drawn)
    21, 4, -2, 4, -9, 2, 1, 6, 4

# Quoted at random: 3 records from the list
# Every second line gives: S1P2 blocker, PostGolgi ctrl, PTPN22 act, EphB4 antag, S1P2 ag, PostGolgi yeast, FAK inh, HIV Rev-RRE inh, PTPN22 inh 2
63	COC(=O)CC1(c2cccc3ccccc23)C(=O)c2ccccc2C1=O
    6, 19, -1, -12, -5, -4, 3, 8, 4
64	Cc1cccc(NC(=O)C2CC(=O)N(c3ccccc3)C2)c1C (stereo not drawn)
    21, 4, -2, 4, -9, 2, 1, 6, 4
61	C=C(C)CSc1nc2ncc(Cl)cc2[nH]1
    3, -1, -12, -8, 2, -2, 4, 6, 14

# Reformatted as labelled records: two of the compounds above.
[62] S=C(Nc1ccccc1)Nc1ccc(Cl)cc1Cl
  S1P2 blocker: 25	PostGolgi ctrl: 0	PTPN22 act: 5	EphB4 antag: 7	S1P2 ag: -10	PostGolgi yeast: -3	FAK inh: 1	HIV Rev-RRE inh: 11	PTPN22 inh 2: -1
[63] COC(=O)CC1(c2cccc3ccccc23)C(=O)c2ccccc2C1=O
  S1P2 blocker: 6	PostGolgi ctrl: 19	PTPN22 act: -1	EphB4 antag: -12	S1P2 ag: -5	PostGolgi yeast: -4	FAK inh: 3	HIV Rev-RRE inh: 8	PTPN22 inh 2: 4

# Screening results deposited in PubChem by several laboratories.
